Screening results as filed in PubChem BioAssay.
Pf gametocyte = inhibitors of late stage P. falciparum gametocyte viability | P. falciparum stage V gametocytes, ATP luminescence, 24 h | inhibition, % at 10.9 µM | 0.065% of 150,000 active;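 active = inhibition above the mean plus 3 SD of compounds within the control limits, set per campaign, cut at about 38% in these data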;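 note: 0% = DMSO wells and 100% = medium only without gametocytes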
Rac1 act GTP bind = alters GTP binding to activated mutant human Rac1. AID 764. P63000. 0.11% of 190,000 active. GST-Rac1 activated beads, fluorescent GTP binding, flow cytometry; actives lie on both sides; 100% means binding = to untreated wells. percent activity (GTP binding), % at 10 µM;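 active = GTP binding at least 20 percentage points away from the 100% baseline, in either direction, so actives lie on both sides; inconclusive = Compound likely fluorescent itself, or too few beads counted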
Rac1 wt modul = modulators of human Rac1 wildtype GTP binding; P63000; GST-Rac1 beads, fluorescent GTP binding, flow cytometry; actives lie on both sides; 0 = cold GTP competed, 100 = untreated; GTP binding activity (% of control), % at 10 µM; 0.27% of 190,000 active; AID 757;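 active = GTP binding activity at least 20 points away from the 100% control level, either lower or higher; inconclusive = compound flagged as likely green fluorescent, judged across all proteins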
Rab7 wt GTP bind = alters GTP binding to wildtype dog Rab7; GST-Rab7 beads, fluorescent GTP binding, flow cytometry; actives lie on both sides; untreated = 100%, excess cold GTP = 0%; GTP binding activity (percent of control), % at 10 µM; 0.055% of 190,000 active;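 active = fluorescent GTP binding to Rab7 beads changed by at least 20 points from the 100% baseline, either direction, mostly lower; inconclusive = compound itself probably fluorescent, or too few beads counted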;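 note: median green fluorescence of bound Bodipy-FL-GTP per Rab7 bead population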
Mcl1-Noxa inh = disrupts binding of human Mcl-1 to Noxa peptide; TR-FRET Mcl-1/Noxa peptide binding, 2 h; 1.5% of 220,000 active; Q07820; inhibition, % at 21.7 µM; AID 1022;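 active = compounds that cut the protein-peptide binding signal by more than 50% relative to plate controls in a single-dose test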;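 note: His-tagged Mcl-1 with rhodamine Noxa BH3 peptide and terbium anti-His antibody; 0% = Mcl-1 plus Noxa peptide wells and 100% = peptide-only wells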
Target sequence (Q07820 whole entry, looked up): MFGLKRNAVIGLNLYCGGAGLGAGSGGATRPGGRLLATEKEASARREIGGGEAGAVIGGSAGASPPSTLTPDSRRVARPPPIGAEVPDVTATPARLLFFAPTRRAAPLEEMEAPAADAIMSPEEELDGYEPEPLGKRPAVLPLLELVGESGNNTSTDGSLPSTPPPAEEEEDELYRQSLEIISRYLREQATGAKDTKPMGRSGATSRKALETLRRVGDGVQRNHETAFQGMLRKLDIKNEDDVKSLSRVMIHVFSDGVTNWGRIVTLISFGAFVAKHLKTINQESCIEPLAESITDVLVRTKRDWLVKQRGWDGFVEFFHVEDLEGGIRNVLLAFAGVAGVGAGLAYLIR
Avidin fluor = avidin bead compound fluorescence profile | Avidin beads, compound fluorescence 488/530 nm, flow cytometry; stronger effect = higher value | fluorescence (KMESF) at 10 µM | 0.38% of 220,000 active | AID 1775; in the data active = fluorescence above about 47; note: inactives centre near 10
Rab2 wt GTP = changes GTP binding to wildtype dog Rab2A, up or down; GTP binding activity, % at 10 µM; GST-Rab2 wt beads, Bodipy-GTP binding, flow cytometry; 0.19% of 190,000 active; AID 760;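 active = GTP binding activity at least 20 points away from 100%, either lowered or raised; inconclusive = signal likely due to the compound's own green fluorescence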;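 note: 0% = beads with excess unlabeled GTP and 100% = no-compound control corrected for plate trend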
HRas wt GTP = modulators of GTP binding to human HRas wildtype. 0.14% of 190,000 active. P01112. AID 759. GST-Ras wt beads, Bodipy-FL-GTP binding, flow cytometry; actives lie on both sides. GTP binding activity, % at 10 µM;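 active = GTP binding activity at least 20% away from the 100% baseline, either lowered as inhibitor or raised as activator; inconclusive = flagged as likely green fluorescent, judged across all proteins in the well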;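 note: 0% = unlabeled GTP competition control and 100% = no-compound control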
Target sequence (P01112 whole entry, looked up): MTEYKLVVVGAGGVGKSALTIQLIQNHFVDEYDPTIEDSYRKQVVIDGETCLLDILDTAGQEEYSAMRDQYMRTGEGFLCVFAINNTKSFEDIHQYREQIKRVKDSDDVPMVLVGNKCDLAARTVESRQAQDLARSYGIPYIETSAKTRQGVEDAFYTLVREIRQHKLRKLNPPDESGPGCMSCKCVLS
Mcl1 Bid PPI = Mcl-1/Bid interaction inhibition | inhibition, % at 21.7 µM | AID 1021 | TR-FRET Mcl-1/Bid-Dy647 peptide binding, 1536-well | 0.97% of 220,000 active | Q07820;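 active = compounds that cut the binding signal by more than half at the single screening dose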;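 note: His-tagged Mcl-1 with europium anti-His antibody binding Bid BH3 peptide; 0% = Mcl-1 plus peptide wells and 100% = peptide-only wells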
Cdc42 wt = human Cdc42 wildtype GTP binding change, either direction. GST-Cdc42 beads, Bodipy-GTP binding, flow cytometry; actives lie on both sides. P60953. percent activity (GTP binding), % at 10 µM. 0.2% of 190,000 active. AID 761;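 active = percent activity GTP binding at least 20 points away from the 100% baseline, either down as inhibitor or up as activator; inconclusive = compound flagged as likely green fluorescent from well-wide comparison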;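 note: median bead fluorescence of bound Bodipy-FL-GTP at 100 nM; 0% = excess unlabeled GTP control and 100% = no compound control; below 100% means less GTP binding so inhibitor and above means activator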
Target sequence (P60953 whole entry, looked up): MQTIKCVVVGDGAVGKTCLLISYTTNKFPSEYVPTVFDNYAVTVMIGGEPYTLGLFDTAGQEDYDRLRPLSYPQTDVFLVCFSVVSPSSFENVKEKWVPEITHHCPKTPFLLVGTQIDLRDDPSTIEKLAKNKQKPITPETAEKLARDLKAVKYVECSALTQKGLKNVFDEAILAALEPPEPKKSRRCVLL
Bim-Mcl-1 = inhibitors of Bim-Mcl-1 interaction, human | Q07820 | Bead-based flow cytometry, Bim peptide-Mcl-1 binding | inhibition, % at 10 µM | 0.1% of 190,000 active | AID 1009; in the data active = inhibition above about 40%;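 note: 0% = no compound tracer wells and 100% = peptide blocker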
Active calls of the source: *; ? = inconclusive; / = no result given. Rows are unselected. Share with any hit: about 2.7%.

SMILES	Pf gametocyte	Rac1 act GTP bind	Rac1 wt modul	Rab7 wt GTP bind	Mcl1-Noxa inh	Avidin fluor	Rab2 wt GTP	HRas wt GTP	Mcl1 Bid PPI	Cdc42 wt	Bim-Mcl-1
CCn1ncc(CN2CCCC(C(=O)c3cccc(OC(C)C)c3)C2)c1C (centres undefined)	-5	95	97	95	14	1	96	96	-31	95	0
Cn1c(C(=O)N2CCCC(C(=O)NCCCc3ccccc3)C2)cc2sccc21 (centres undefined)	/	93	94	92	1	15	93	95	-13	95	-2
O=C(Nc1nc2cc3c(cc2s1)OCO3)C1=COCCO1	/	96	104	94	21	5	97	97	-16	103	0
CC(=O)c1cccc(N=C2C(=O)Nc3ccccc32)c1	-29	98	105	101	7	32	100	101	-14	101	-4
COC(=O)c1ccccc1NC(=O)N1CCN(c2ccccc2)CC1	/	97	100	110	13	10	101	98	-12	98	3
O=C(Nc1ccc2c(c1)OCO2)c1ccc(N2CCCC2)c([N+](=O)[O-])c1	-1	99	104	97	16	26	99	99	-20	104	-10
N#C/C(=C\C1=C(N2CCOCC2)C(=C\c2ccccc2)/CC1)C(=O)Nc1ccccc1F	0	102	106	100	-2	9	102	104	-10	97	-8
Cc1c(CN2CCCCC2)c(O)n(CCO)c(=O)c1C#N	-56	94	94	92	-1	9	95	93	-114	95	-1
O=C(Cn1cnc2cc([N+](=O)[O-])ccc2c1=O)NC1CCS(=O)(=O)C1 (centres undefined)	/	?	?	?	35	10	?	?	-24	?	1
CC(=O)NC(CCS(C)(=O)=O)C(=O)Nc1cccc(C)c1C (centres undefined)	/	100	101	97	-5	6	98	97	-10	97	0
CCC(=O)Nc1nc2cc(OC)ccc2s1	-1	98	109	101	4	10	101	102	-3	104	-1
O=[N+]([O-])c1ccc(COc2ccc(Br)cc2CN2CCOCC2)cc1	12	96	100	96	15	8	95	96	-11	94	-1
CC(C)C(c1nnnn1CCc1ccccc1)N1CCC(C(N)=O)CC1 (centres undefined)	8	99	103	97	6	7	100	97	-12	98	-2
O=C(Nc1ccc(N2CCOCC2)nc1)c1ccc(F)cc1	17	101	107	97	8	9	101	101	9	102	-8
CC(C)(Oc1ccc(Cl)cc1)C(=O)Nc1ncccn1	/	100	103	103	-4	5	101	101	-7	101	3
O=C(CO/N=C/c1ccc2c(c1)OCO2)Nc1cccc(Br)c1	-4	88	95	95	-5	9	89	92	-5	94	-6
COc1ccc(-c2cc(C(=O)NC3CCCC3)no2)cc1OC	/	100	106	100	3	12	103	102	-8	105	-3
O=C(O)c1c(-c2ccccc2)c2oc3ccccc3c2[nH]c1=O	22	100	105	99	33	11	101	103	30	104	3
CCCCCOc1ccc(NC(=O)C(=O)NCCCn2ccnc2)cc1	/	100	101	103	-41	9	103	102	-1	103	-4
CC(NC(=O)Cn1cc2c(n1)CCCCC2)c1ccccc1 (centres undefined)	/	98	98	97	11	6	98	98	-9	98	0
Cc1ccc(/C=C/C(=O)Nc2cc(C)on2)cc1	/	101	105	102	5	17	106	106	-6	105	0
CCOc1ccccc1C(=O)NCCCCCC(=O)O	-13	95	96	93	17	13	96	101	2	98	-2
O=C(N/N=C/c1cc(Br)ccc1O)C(c1ccncc1)N1CCOCC1 (centres undefined)	/	97	104	100	-10	1	99	101	-38	101	-2
O=C(NNC(=S)Nc1ccc(OC(F)F)cc1)c1cc2c(s1)CCCC2	/	99	102	99	-49	10	99	100	-47	101	16
CCCC1=C(C(=O)OCC)C(c2ccncc2)n2ncnc2N1 (centres undefined)	/	100	102	100	8	7	101	101	6	103	1
O=C(Nc1cccc(Cl)c1)Nc1ccccc1-n1ccnc1	-8	92	93	102	23	5	95	94	-43	93	-3
C(#Cc1ccccc1)C[N+]1(CC#Cc2cccc3ccccc23)CCCC1	-21	100	104	98	4	12	99	100	-28	103	0
O=C(CSc1nc2[nH]ncc2c(=O)n1-c1ccccc1)N1CCCc2ccccc21	/	97	99	100	10	24	99	102	-61	99	-2
CCOc1ccccc1OCCOc1ccc(F)cc1	9	99	101	100	4	12	103	105	5	104	-5
O=C(/C=C/c1cccs1)NCc1ccccc1	-14	95	97	104	13	21	100	102	-8	95	-1
CCc1ccccc1NC(=O)CN1C(=O)C2CCCN2c2ncc(Cl)cc21 (centres undefined)	/	102	104	100	-10	8	99	101	-40	103	1
Cc1ccc(S(=O)(=O)N2CCN(c3cc4c(cc3[N+](=O)[O-])n(C)c(=O)n4C)CC2)cc1	-18	98	101	101	-6	8	98	101	-24	102	1
Cc1cc(N2CCCCC2)nc2ccccc12	/	97	102	105	-6	14	101	100	17	100	0
COc1cc2c(C(=O)N3CCN(c4cccc(Cl)c4)CC3)cn(CC(C)C)c(=O)c2cc1OC	/	92	94	93	6	5	88	90	8	89	-2
COC(=O)CN1C(C)=Nc2ccc(C)cc2C1c1ccccc1 (centres undefined)	-1	98	103	105	5	12	101	103	-20	97	-1
O=C(Nc1nnc(C2=COCCO2)o1)c1ccc(S(=O)(=O)N2CCCCC2)cc1	-4	92	97	96	-25	10	91	94	-49	92	0
O=C(NC1=NCCS1)NC12CC3CC(CC(C3)C1)C2	/	99	100	100	10	10	100	99	-9	100	35
O=C(NC(=S)Nc1ccc2ncccc2c1)c1ccccc1	-9	94	94	106	5	7	100	96	-34	94	-3
Cc1cnc(C(=O)Nc2cccc3cccnc23)cn1	/	97	105	99	5	11	102	100	-62	101	1
CCn1c(C)cc(/C=C2/SC(=S)N(CC(=O)O)C2=O)c1C	17	93	97	96	-2	13	91	95	-12	92	-1
CCOC(=O)c1sc2nc(-c3ccccc3)ccc2c1N	-21	100	104	104	17	6	99	99	-5	99	-6
O=S(=O)(c1ccc(Sc2nnc3ccccn23)nc1)N1CCOCC1	/	100	107	105	16	10	103	101	10	100	-2
O=C(NCc1ccco1)c1ccc(F)c(S(=O)(=O)N2CCCCC2)c1	14	97	100	100	1	13	96	97	-13	99	-1
O=C(O)c1cc(N2N=C(C(F)(F)F)/C(=C/C=C/c3ccco3)C2=O)ccc1Cl	-44	76*	84	90	106*	10	83	85	86*	79*	-4
CCOc1ccc(C(=O)NCC(C)CN(C)C)cc1OCC (centres undefined)	/	96	93	93	-34	15	96	97	-30	98	1
Cc1ccc(OCC(=O)OC2CCS(=O)(=O)C2)cc1 (centres undefined)	/	100	103	99	-7	13	102	103	-18	103	2
Cc1ccc(S(=O)(=O)N/N=C/c2cccs2)cc1	10	93	98	96	8	6	96	96	-5	95	-4
O=C(CCl)c1ccc2c(c1)CCN2C(=O)C1CCCCC1	-10	91	92	105	3	13	96	91	-5	96	0
CCN(CC)S(=O)(=O)c1ccc2c(c1)c(C(=O)O)cn2C	4	107	113	101	-6	13	102	105	-52	108	0
O=C(CSc1nnc(COc2ccc(Cl)cc2)o1)N1CCOCC1	-2	95	97	98	-9	11	96	95	-20	96	0
Cc1c(-c2csc(N)n2)cnn1C	-12	92	92	97	16	20	92	91	-39	93	-2
CC(=O)NCC1CCCN(Cc2cn(-c3ccccc3)nc2-c2ccc3c(c2)OCO3)C1 (centres undefined)	23	100	103	97	-2	9	100	101	-6	102	-2
O=C(NO)c1ccc(OC(F)F)cc1	-21	93	95	93	18	12	93	97	-7	99	-1
COc1cc(OC)c(C2N(c3cc(C)on3)C(=O)C3CCCN32)cc1OC (centres undefined)	/	97	102	101	12	19	99	100	-32	97	-1
Cc1ccc(CNC(=O)N2CCN(C)CC2)cc1	-27	98	106	102	-4	4	100	102	-32	98	0
Cc1ccc(NC(=O)c2ccc(-n3cncn3)c([N+](=O)[O-])c2)cc1	1	93	99	99	-15	13	98	100	-27	96	-1
CCCCNC(=O)c1cc2c(-c3ccc(Cl)cc3)nn(C)c2s1	/	92	92	87	16	1	87	87	-12	90	0
CCOc1ccc(N2C(=O)CC(NCCc3c[nH]c4ccccc34)C2=O)cc1 (centres undefined)	3	95	93	96	-3	8	97	92	-35	91	-4
Cc1c(C(=O)NCC2CCCO2)oc2ccc(S(=O)(=O)N3CC(C)CC(C)C3)cc12 (centres undefined)	/	97	101	99	10	5	100	99	-3	100	-2
CCSc1nnc(NC(=O)C2CCN(S(=O)(=O)c3c(C)c(C)cc(C)c3C)CC2)s1	/	103	105	101	3	3	103	101	-8	103	-1

Reprinted at random: 2 records from the list.
SMILES	Pf gametocyte	Rac1 act GTP bind	Rac1 wt modul	Rab7 wt GTP bind	Mcl1-Noxa inh	Avidin fluor	Rab2 wt GTP	HRas wt GTP	Mcl1 Bid PPI	Cdc42 wt	Bim-Mcl-1
Cc1ccc(CNC(=O)N2CCN(C)CC2)cc1	-27	98	106	102	-4	4	100	102	-32	98	0
O=C(NCc1ccco1)c1ccc(F)c(S(=O)(=O)N2CCCCC2)c1	14	97	100	100	1	13	96	97	-13	99	-1

Other results:
SMILES	Pf gametocyte	Rac1 act GTP bind	Rac1 wt modul	Rab7 wt GTP bind	Mcl1-Noxa inh	Avidin fluor	Rab2 wt GTP	HRas wt GTP	Mcl1 Bid PPI	Cdc42 wt	Bim-Mcl-1
Cc1ccc(S(=O)(=O)N(C)C)cc1-n1c(SCC(=O)N(C)C)nc2ccccc2c1=O	12	96	95	95	8	13	98	98	2	99	-1
CCOC(=O)c1cc(CC)sc1NC(=O)COc1ccc2c(C)cc(=O)oc2c1	/	102	102	98	-28	12	102	103	38	99	-8
O=C(Nc1ccc2c(c1)OCO2)C1CCN(C(=O)c2ccc(Cl)cc2)CC1	/	96	96	95	23	12	94	95	-39	94	-6
O=C(Cn1ncc2c1-c1ccccc1OC2)N1CCc2ccccc21	/	101	102	99	-12	8	98	99	2	104	0
O=C(ONC1=NCCCCC1)c1ccc([N+](=O)[O-])cc1	-1	98	102	103	18	13	99	100	7	99	-1
O=C(c1ccco1)N(Cc1ccccc1)Cc1ccccn1	7	96	99	99	24	11	96	96	-1	97	-3
CC(=O)Nc1ccc(S(=O)(=O)Nc2nc3ccccc3nc2N2CCc3ccccc3C2)cc1	19	97	103	100	30	14	97	99	-30	100	-2
O=C(Nc1ccc(Cl)c([N+](=O)[O-])c1)C(NCCCO)c1ccccc1 (centres undefined)	-8	97	104	103	3	14	99	99	-17	98	-3
C=CCOc1ccc(/C(O)=C2\C(=O)C(=O)N(CCCOC)C2c2ccc(O)c(OC)c2)cc1 (centres undefined)	/	96	97	96	15	19	96	99	-35	98	-4
N#CCCn1nnc(-c2ccccc2F)n1	/	97	103	108	3	13	106	104	-1	101	1
CC(Sc1nc(-c2ccccc2)cc(C(F)(F)F)n1)C(=O)N1CCC(C(N)=O)CC1 (centres undefined)	/	100	110	98	6	41	98	101	-21	103	-4
CC(NC(=O)Cc1ccc(F)cc1)c1ccc(F)cc1 (centres undefined)	/	101	106	100	21	12	102	103	-9	102	-3
